Screens from PubChem.
CCR6 antagonist – antagonists of human CCR6 receptor; AID 493098; 340,000 compounds, 0.49% hits; inhibition, % at 20 µM; CHO-K1 CCR6 PathHunter beta-arrestin, luminescence, CCL20-stimulated;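 active = compounds whose inhibition of the agonist-driven luminescence signal at 20 µM reaches about 50%, limit read from the data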;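 note: cells stimulated with CCL20 at 14 nM final; plate controls were DMSO with CCL20 for no effect and DMSO without agonist for full effect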
CXCR6 inh – CXCR6 (human) receptor inhibition; O00574; CHO-K1 PathHunter CXCR6 beta-arrestin, luminescence; inhibition, % at 20 µM; 360,000 compounds, 0.36% hits; in the data active = inhibition above about 34%, passing the limit was not always enough;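 note: antagonist mode with CXCL16 agonist at 10 nM final; 0% = 10 nM CXCL16 with DMSO and 100% = unstimulated wells without agonist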
CHOP UPR activ – activators of apoptotic arm of unfolded protein response (CHOP); CHO-CHOP luciferase reporter, UPR activation, luminescence; percent of tunicamycin response over DMSO baseline; AID 449763; 330,000 compounds, 0.34% hits; activation, % at 10 µM;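 active = at 10 µM dose, activation of 40% or more, normalized to positive control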;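 note: 100% = tunicamycin at 10 µg/mL and 0% = DMSO alone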
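Test system: CHO CHOP reporter cells. Input: 500 CHO-CHOP cells per well. Medium: F12 with 10% FBS. Technique: luciferase luminescence. Measure: percent activation relative to tunicamycin control. Dosing: 10 µM compound, 0.5% DMSO. Timing: 16-18 h cell attachment, then 6 h compound exposure, 37 °C.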
UPR XBP1 act – activators of adaptive arm of unfolded protein response (XBP1); CHO-XBP1 luciferase reporter, IRE1-XBP1 UPR activation, luminescence; percent of tunicamycin response, DMSO as zero; activation, % at 20 µM; 330,000 compounds, 0.33% hits;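 active = versus positive control, 20 µM dose yields 30% or more activation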;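 note: 100% = tunicamycin at 10 µg/mL and 0% = DMSO only wells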
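Signal: luciferase luminescence; Assay system: CHO-XBP1 luciferase reporter cells; Amount: one thousand reporter cells per well; Dosing: 20 µM single concentration, DMSO 1%; Benchmarks: high control tunicamycin 10 µg/mL final, low control DMSO vehicle only; Schedule: 6 h compound exposure at 37 °C, 5% CO2; Evaluation: percent activation relative to tunicamycin reference.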
Mdm2 MdmX PPI – inhibitors of human Mdm2/MdmX interaction; O15151+Q00987; SaOS-2 split-luciferase Mdm2/MdmX complementation, luminescence; inhibition, % at 8 µM; 330,000 compounds, 3% hits;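 active = inhibition of at least 50% at 8 µM in the primary screen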
APJ ag – agonists of human APJ apelin receptor | P35414 | CHO-K1 APJ PathHunter beta-arrestin, luminescence; 0% DMSO wells, 100% apelin | activation, % at 20 µM | 330,000 compounds, 0.11% hits | AID 2520;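 active = activation more than six SD over the plate average, tested at 20 µM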;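 note: 0% = DMSO alone and 100% = apelin-13 at 10 nM; some results filed as inactive read as strong as hits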
Target sequence (P35414 whole entry, looked up): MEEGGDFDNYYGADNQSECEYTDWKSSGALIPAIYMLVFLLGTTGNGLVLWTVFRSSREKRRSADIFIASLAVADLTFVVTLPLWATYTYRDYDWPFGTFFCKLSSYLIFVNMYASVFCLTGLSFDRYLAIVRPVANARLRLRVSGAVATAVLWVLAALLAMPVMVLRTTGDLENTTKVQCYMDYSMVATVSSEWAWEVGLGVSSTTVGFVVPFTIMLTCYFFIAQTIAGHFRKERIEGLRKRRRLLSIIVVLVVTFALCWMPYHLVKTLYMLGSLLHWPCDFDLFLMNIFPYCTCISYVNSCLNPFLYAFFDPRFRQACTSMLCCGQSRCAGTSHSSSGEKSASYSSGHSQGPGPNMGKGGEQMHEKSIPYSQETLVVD
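Test system: CHO-K1 APJ beta-arrestin complementation cell line. Amount: cell density 1000 per well. Controls: DMSO negative, 10 nM Apelin-13 positive. Signal: luminescent beta-gal fragment complementation, chemiluminescent substrate. Read-out basis: agonist-driven arrestin binding to APJ. Timing: compound stimulation 90 min at 25 °C, detection 60 min.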
EBI2 antag – EBI2 (human) antagonism; P32249; inhibition, % at 5 µM; EBI2 beta-arrestin recruitment, luminescence, 7a,25-OHC stimulated; 360,000 compounds, 0.81% hits; in the data active = inhibition above about 38%;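 note: enzyme fragment complementation signal reports receptor beta-arrestin coupling in cells; 0% = agonist plus DMSO wells and 100% = wells without agonist; some results beyond the cut were filed as inactive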
Target sequence (P32249 whole entry, looked up, the tested form may be a part): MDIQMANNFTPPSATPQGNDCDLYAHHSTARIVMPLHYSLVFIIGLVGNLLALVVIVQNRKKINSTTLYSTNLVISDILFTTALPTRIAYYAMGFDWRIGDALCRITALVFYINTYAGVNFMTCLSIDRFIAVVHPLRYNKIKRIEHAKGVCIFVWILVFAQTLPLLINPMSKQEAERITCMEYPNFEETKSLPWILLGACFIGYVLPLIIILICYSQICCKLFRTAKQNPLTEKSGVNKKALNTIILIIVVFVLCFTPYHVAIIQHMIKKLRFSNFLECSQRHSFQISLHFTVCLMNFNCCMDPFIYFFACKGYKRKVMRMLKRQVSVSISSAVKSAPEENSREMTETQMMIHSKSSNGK
tim23-1 inh – inhibits growth of tim23-1 mutant yeast; 330,000 compounds, 1.3% hits; inhibition, % at 20 µM; S. cerevisiae tim23-1 growth, BacTiter-Glo luminescence, 24 h; AID 463212;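 active = growth inhibition of the mutant yeast at or above 50%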;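 note: temperature-sensitive mutant grown at 25 °C; plate controls were DMSO-treated mutant yeast for no effect and medium wells lacking yeast for full effect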
APJ antagonist – antagonists of human APJ apelin receptor; P35414; CHO-K1 APJ beta-arrestin complementation, luminescence; inhibition, % at 20 µM; 330,000 compounds, 0.32% hits;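 active = inhibition above about 40% at 20 µM, limit read from the data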;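 note: cells challenged with 10 nM apelin-13 agonist together with compound; plate controls were apelin-13 plus DMSO wells for no effect and DMSO wells lacking apelin-13 for full effect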
Active calls of the source: *; nt = no result given. This is a subset; count on the stated rates, not on these rows.

SMILES	CCR6 antagonist	CXCR6 inh	CHOP UPR activ	UPR XBP1 act	Mdm2 MdmX PPI	APJ ag	EBI2 antag	tim23-1 inh	APJ antagonist
Cc1ccc(-c2cc(C(=O)N/N=C/c3ccoc3)c3ccccc3n2)cc1	17.3	9.2	-1.6	-5.5	-4.9	17.2	-8.1	22.7	0.8
CN(C)C(=O)c1ccc(Nc2ncnc3sc4c(c23)CCCCC4)cc1	12.5	6.1	1.0	1.9	24.0	-0.4	-10.8	27.2	15.5
Cc1ccc2[nH]c(=O)c(C(c3nnnn3CC3CCCO3)N3CCCc4ccccc43)cc2c1 (stereo unspecified)	-5.8	-6.4	-0.8	0.2	-25.9	2.7	2.6	15.7	1.6
CC(C)Cc1ccc(CN2CCCC(NC(=O)CSc3nncn3C)C2)cc1 (stereo unspecified)	nt	-1.8	-1.9	-0.2	11.7	-7.8	-9.9	-3.7	-16.9
CCc1ccc2[nH]c(=O)c(CN(CCN3CCOCC3)C(=O)Nc3ccccc3F)cc2c1	21.1	2.8	4.0	-2.1	-14.1	-0.1	-3.6	6.0	-10.4
COc1cc(/C=N/n2cnc3scc(-c4cccs4)c3c2=O)cc(OC)c1OC	17.7	10.9	-0.6	5.8	61.3*	4.0	8.1	7.1	-20.6
CCn1c(-c2cc(-c3cc(C)ccc3C)nc3ccccc23)n[nH]c1=S	4.0	-10.0	-2.0	0.0	12.4	-1.9	14.3	25.6	-14.0
COc1ccc(N)cc1S(=O)(=O)Nc1ccccc1Cl	10.1	-6.5	-0.5	-3.5	-5.1	1.2	-1.7	22.5	-18.8
CCOC(=O)Cn1c(CN(Cc2ccccc2)Cc2ccccc2)nc2c1c(=O)[nH]c(=O)n2C	19.8	14.7	1.1	1.7	18.8	-3.9	1.9	9.1	8.8
CN(C)c1nc(-c2ccccc2)nc(-c2ccc(Cl)cc2)c1C#N	11.3	7.5	1.9	0.2	30.5	0.7	20.0	3.3	18.5
O=C(Cn1c(C(F)(F)F)nc2ccccc21)NCCN1CCCC1	-7.9	-4.4	-0.1	2.5	-2.2	0.4	-9.2	7.5	-4.5
Cc1nn(-c2cccc(C(F)(F)F)c2)c(=O)c2noc(C)c12	1.8	3.7	0.6	-1.8	3.8	2.2	-6.4	12.8	4.0
COc1ccccc1OCc1nc(Cc2ccc(Cl)cc2)no1	14.5	0.4	6.0	2.3	-1.2	-3.8	1.6	-17.7	15.7
CCn1nnnc1NCc1ccc(OCc2c(F)cccc2Cl)c(OC)c1	2.6	-2.7	1.4	-3.9	12.4	0.6	-1.3	-1.7	8.5
CC1(C)C(C=C(Cl)Cl)C1C(=O)NC(O)C(=O)c1ccccc1 (stereo unspecified)	23.0	9.8	-1.2	-5.3	12.2	-5.4	-7.5	14.2	11.9
COc1ccc2oc(C(=O)OCC(=O)N(C)c3c(N)n(Cc4ccccc4)c(=O)[nH]c3=O)c(C)c2c1	3.8	1.9	0.4	0.2	-24.3	9.2	-0.9	7.2	8.7
CSCC[C@H](NC(=O)C1CCN(S(=O)(=O)c2ccc(C)cc2)CC1)C(=O)NCc1ccco1	16.9	3.7	2.7	0.1	11.2	-2.1	-4.4	7.1	9.7
O=C(COC(=O)c1cccc(S(=O)(=O)N2CCOCC2)c1)Nc1nc(-c2ccccc2Cl)cs1	4.1	-8.9	3.9	4.0	-40.1	3.7	22.3	12.5	-1.6
Cc1ccc(NC(=S)N/N=C/c2ccc([N+](=O)[O-])s2)cc1	71.5*	51.7*	1.5	2.7	-7.3	0.7	49.8*	-11.0	-20.5
Cc1nc(NC(C)c2ccccc2)c2c3c(sc2n1)CCC3 (stereo unspecified)	13.7	-0.4	-2.5	-2.8	40.6	-2.5	16.4	32.4	12.1
COC(=O)c1ccc(OCC(=O)c2ccc(C)c(C)c2)cc1	16.3	-12.1	2.7	-0.6	14.5	-1.1	36.9	7.8	6.8
N#C/C(=C\c1c[nH]c2ccccc12)C(=O)NC1CC1	10.2	0.5	10.0	1.8	-13.0	-0.9	5.9	14.0	-7.8
Cc1ccc(CC(SCc2ccccc2)C(=O)O)cc1C (stereo unspecified)	2.4	9.2	1.3	-2.3	-23.4	2.0	1.4	20.0	-17.0
COc1ccc(C(=O)NN=C2CCCC2)cc1OC	6.4	0.7	1.6	-6.2	4.3	5.0	-0.5	10.4	2.4
COc1ccc(/C=C(\NC(=O)c2ccco2)C(=O)NC(Cc2ccccc2)C(=O)O)cc1 (stereo unspecified)	17.3	6.8	1.5	-3.9	4.0	-2.4	-2.3	3.8	-6.5
O=C(NC(=S)NCCC1=CCCCC1)c1ccccc1Br	0.9	6.4	1.7	1.9	22.6	2.1	-1.1	33.5	-3.2
Cc1cc(C)n(-c2nc3c(c(=O)n(C)c(=O)n3C)n2C)n1	-14.0	0.1	-3.3	-6.4	13.0	-2.2	8.4	4.2	-12.1
Fc1cccc2sc(N3CCCCC3)nc12	15.7	7.0	5.2	1.1	-8.3	-2.7	-11.2	24.0	14.4
Cc1onc(-c2ccccc2)c1C(=O)Nc1ccc(N2CCOCC2)cc1	6.4	2.4	0.9	0.3	-7.2	-0.2	-7.6	8.2	-3.2
Cc1ccn2c(Nc3ccc4c(c3)OCO4)c(-c3ccccn3)nc2c1	25.0	20.3	8.9	3.5	78.9*	-2.3	17.2	19.0	17.8
COC(=O)c1cc(NC(=O)CN(C)Cc2ccccc2)cc(C(=O)OC)c1	12.6	4.0	-1.2	-1.1	-12.6	-3.9	-3.0	16.6	3.7
CCOC(=O)c1c(N)sc(C(=O)N2CCCC2)c1C	1.9	3.7	-0.4	3.6	-0.9	4.3	-5.9	18.6	18.0
C=CCC(c1ccccc1F)N(CCN1CCOCC1)C(=O)Nc1cccc(Cl)c1 (stereo unspecified)	7.3	-2.5	-1.8	-1.3	11.9	-5.1	5.2	27.0	0.7
Cc1cc2oc(=O)cc(Cn3ccnc3)c2cc1O	-9.3	2.0	-0.7	-1.5	-37.4	-5.2	-12.2	6.7	-14.8
Cc1ccc(NC(=S)Nc2cccc(S(=O)(=O)Nc3c(C)n(C)n(-c4ccccc4)c3=O)c2)cc1	4.3	-4.3	0.3	-3.2	10.4	-1.4	15.8	2.6	14.3
COc1cc([C@@H]2CC=C(C(=O)O)CN2S(=O)(=O)c2ccc(C)cc2)cc(OC)c1OC	-2.9	-5.2	-1.3	-0.6	20.7	-3.8	0.3	3.0	-5.7
CC(=O)O[C@@]1(C)C[C@@H](O)[C@]2(O)C=CO[C@@H](O[C@@H]3O[C@H](CO)[C@@H](O)[C@H](O)[C@H]3O)[C@@H]21	2.4	-3.8	-1.3	1.0	0.5	-5.8	-5.5	-5.3	-4.2
O=C(NCCOc1cccc(Oc2ccccc2)c1)c1cc(-n2cnnc2)ccc1Cl	17.3	-4.7	-0.6	-3.2	11.0	-3.8	9.3	4.2	-8.4
COc1ccc(CCNC(=O)COC(=O)c2ccc(OC)cc2OC)cc1	-6.7	0.5	1.4	0.4	4.1	-5.2	-0.8	24.7	15.7
Cc1ccc(NCC(=O)N/N=C/c2cc3ccccc3nc2Cl)cc1	6.8	-0.2	5.1	3.3	11.1	-7.5	39.7	1.2	-0.5
O=C(O)C1CC=CCC1C(=O)NCc1ccc2c(c1)OCO2 (stereo unspecified)	-4.5	11.6	-1.0	0.2	-12.9	-1.8	-1.4	5.9	1.2
COc1ccc(C(CC(=O)N2CCOCC2)C(C)C)cc1 (stereo unspecified)	5.8	-0.2	-1.9	-2.8	-7.5	2.2	3.9	8.4	-7.0
O=C(COc1ccccc1)N/N=C/c1ccc(O[C@@H]2O[C@H](CO)[C@@H](O)[C@H](O)[C@H]2O)cc1	-1.3	-2.3	-0.6	0.9	-17.4	10.0	-10.1	17.5	-10.0
COc1cc(C2CC(=O)C3=C(C2)Nc2ncnn2C3c2cccs2)cc(OC)c1OC (stereo unspecified)	-4.9	-0.3	-0.8	-3.6	5.0	2.3	-8.2	2.2	-33.5
Cc1c(/N=C/c2ccco2)n(Cc2ccccc2)c2ccccc12	17.1	27.3	-2.2	-2.1	6.2	-3.7	0.0	0.1	4.4
COc1ccc(C(=O)NC(Nc2ccccc2)C(Cl)(Cl)Cl)cc1 (stereo unspecified)	25.3	-2.1	-0.1	0.2	23.8	-1.1	-4.7	13.3	-10.4
Cc1ccc2nc(N(CCCN(C)C)C(=O)c3cc4ccccc4oc3=O)sc2c1	-0.8	3.9	2.6	3.5	18.5	-0.3	-20.6	14.1	-9.4
CCCCCC(=O)Nc1c(-c2cccs2)c(=O)c2ccccc2n1C	-5.9	0.7	1.3	-1.2	13.2	1.1	-2.4	17.1	27.4
COc1ccc(CN2CCOCC2)cc1OC	7.2	-26.6	-2.1	-1.6	24.8	-3.7	-1.6	8.6	3.4
CCC(C(=O)Nc1ccsc1C(=O)OC)c1ccccc1 (stereo unspecified)	17.2	-0.7	0.5	-3.1	8.0	-3.5	17.0	-1.0	20.5
COC1(c2ccccc2)NC(=S)NN=C1c1ccccc1 (stereo unspecified)	15.7	2.3	1.7	-3.4	19.5	-3.0	-9.7	24.5	-4.1
CCCCOc1ccc(C(=O)N2CCN(c3ccc(N4CCOCC4)nn3)CC2)cc1	9.1	-2.5	-0.5	-2.7	3.5	3.6	6.8	14.5	11.9
Cc1cc(C)c2c(N)c(C(=O)NN3CC(=O)N(c4ccccc4F)CC3=O)sc2n1	13.9	-4.4	-1.2	-1.0	13.5	-4.0	-5.3	-6.5	-3.2
N#Cc1cccc(NC(=O)COC(=O)c2ccc3c(=O)n4c(nc3c2)CCC4)c1	nt	nt	-2.3	-0.5	23.2	-2.4	nt	-12.0	13.9
CC(C)CNC(=O)COC(=O)c1cccc(S(=O)(=O)NCC(F)(F)F)c1	-8.7	4.6	-0.8	-1.2	-11.1	-6.0	-4.3	8.4	12.8
Cc1ccsc1C(=O)Nc1ccccc1N1CCOCC1	15.2	-1.9	1.7	0.7	-0.2	-0.7	3.1	38.6	1.8
Cc1ccc(C23CCC(=O)N2C(C(=O)O)CS3)c(C)c1 (stereo unspecified)	25.8	3.0	-0.6	1.8	-22.0	4.2	-9.0	16.3	-46.6
COC(=O)Cc1ccc(NC(=S)NCc2ccccc2OC)cc1	2.2	2.3	-0.2	1.0	22.0	-1.8	-11.2	-7.0	-14.8
